# Screening results deposited in PubChem BioAssay by The Scripps Research Institute Molecular Screening Center.
# TTR transcr act: activators of transthyretin transcription; SH-SY5Y TTR promoter Gaussia luciferase, luminescence; 100% = recombinant luciferase protein wells; activation, % at 16.7 µM; 92,000 tested, 1.3% active;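 active means activation above the mean of all tested compounds plus 3 SD, cut at about 9.5% in these data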;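 further: cells exposed to compounds for one day before reading; 0% = median of all test compound wells on the plate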
# * = called active by the depositor.
SMILES,TTR transcr act
COc1ccc(CNC(=O)c2ccc(S(=O)(=O)N3CCCC3)cc2)cc1OC,2.5
Cc1cccc(Nc2nnc(-c3ccc(C(=O)N4C[C@H]5C[C@H](C4)c4cccc(=O)n4C5)cc3)c3ccccc23)c1,-2.5
O=S1c2ccccc2Sc2ccccc21,2.3
CC1CCN(c2oc(Cc3cccc4ccccc34)nc2C#N)CC1,-0.8
Cc1cc(OCC(=O)NC2CC2)c2c(C)c(C)c(=O)oc2c1,0.8
Cc1ccccc1-c1nnc(SCC(=O)NC2CCCC2)n1C,2.9
O=C(O)c1cccc(-c2ccc(/C=N/n3cnnc3)o2)c1,4.1
CCN(CC)CCNc1c(C)cc(CO)c(Cl)c1C,5.0
O=C(CN1CCN(Cc2ccccc2)C1=O)NCCCN1CCOCC1,-0.3
COc1ccc(C2NC(=O)NC(C)=C2C(=O)Nc2cccc(C)c2C)cc1 (stereo not drawn),-0.3
COc1ccccc1NC(=S)N(Cc1ccccc1)Cc1ccccn1,-0.2
CCOC(=O)c1c(-c2cccc([N+](=O)[O-])c2)csc1N,0.0
CCCCn1nnnc1C(c1ccccc1)N1CCN(Cc2c(F)cccc2Cl)CC1 (stereo not drawn),-1.4
CCCS(=O)(=O)NCCc1cc2c(C)ccc(C)c2[nH]c1=O,0.0
O=C(NCC1CCCN(Cc2cccc(OCCO)c2)C1)c1ccc(F)cc1 (stereo not drawn),-0.6
Cn1cccc1/C=N/NC(=O)c1sc2cc(Cl)ccc2c1Cl,1.1
COc1ccc(CNC(=O)C2CCN(S(=O)(=O)c3ccc(-c4nn[nH]n4)cc3)CC2)cc1,-0.4
OCCC1CN(Cc2cccn2-c2nccs2)CCN1Cc1ccccc1 (stereo not drawn),0.7
COc1cc(OC)c(NC(=O)c2ccoc2C)cc1Cl,-0.2
Clc1ccc2nc(CSc3nnc4ccccn34)cn2c1,-2.1
Cc1nc2ncnn2c(N2CCCC(C(=O)Nc3ccccc3Br)C2)c1C (stereo not drawn),-1.7
COc1ccc(N2CCN(C(c3cccs3)C(C)NS(C)(=O)=O)CC2)cc1 (stereo not drawn),-0.5
Cc1nnsc1C(=O)NC1CCCc2c1cnn2-c1ccc(F)cc1F (stereo not drawn),-3.4
COc1ccc(CCN2C(=O)COc3ccccc3C2C(=O)Nc2ccc3c(c2)OCCO3)cc1OC (stereo not drawn),0.6
COc1cc(NC(=O)CN2C(=O)COc3ccccc32)cc(OC)c1,0.5
CC1=CC(=O)C2=C(C)CCC3C(C)C(=O)OC3C12 (stereo not drawn),0.3
NC(=O)C(=O)N/N=C1\CCc2ccccc21,-0.2
NC(=O)N/N=C/c1ccc(OCc2cccc(Cl)c2)cc1,0.2
COc1ccc(C(=O)Nc2cccc3c2CCCC3)c(OC)c1,-1.1
O=C(CCS(=O)(=O)c1ccccc1)Nc1ccc(-c2nc3ccccc3s2)cc1,2.1
Cc1cc(NC(=O)c2ccc(F)cc2)n(CCOC(=O)c2ccc(F)cc2)n1,-1.8
CCCCCNCc1ccc(Br)cc1,2.2
O=C(O)c1ccc(N/C(=N\S(=O)(=O)c2ccc(Cl)cc2)c2ccccc2)cc1,2.4
Cn1c(=O)n(CCc2ccccc2)c(=O)c2c1nc1n2CCCN1CCc1ccccc1,6.2
O=C1OCc2ccc(NC(=O)C3CC3)cc21,20.9*
CN(C)NC(=S)Nc1cccc(Cl)c1,1.0
OC(c1ccc(Cl)c(F)c1)c1ncc(-c2ccc(Oc3ccccc3)cc2)[nH]1 (stereo not drawn),-2.2
CC(=O)C1CCN(Cc2ccccc2)CC1,-3.6
COc1ccc(NC(=O)c2ccccc2NC(=O)CSc2ccc(C)cc2)cc1,5.7
NS(=O)(=O)c1ccc(CCNc2nn3c(-c4ccc(F)c(Cl)c4)cnc3s2)cc1,-3.3
O=C(Nc1ccc(N2CCN(Cc3ccccc3F)CC2)cc1)c1ccc([N+](=O)[O-])o1,-2.2
CC(C)=CCC/C(C)=C/Cc1c(O)ccc(C(=O)/C=C/c2ccc(O)cc2)c1O,4.5
CC(C)C#Cc1ccc2c(c1)O[C@@H](CN(C)C(=O)c1cnccn1)[C@@H](C)CN([C@@H](C)CO)S2(=O)=O,4.7
CCOc1cccc(C2CC(=O)Nc3cc(OC)c(OC)cc32)c1 (stereo not drawn),-2.1
Cc1ccc(OCCCC(=O)N(C)CC(=O)Nc2ccccc2Br)cc1,-0.1
COc1ccc(S(=O)(=O)CCC(=O)N2CCN(c3ccccc3F)CC2)cc1,-1.4
NC(=O)N/N=C/c1cc(Br)ccc1OC(=O)c1ccccc1,-2.7
O=C(Cn1nnc(-c2cccc(C(F)(F)F)c2)n1)N1CCCCCC1,1.4
CC(C)NC(=O)CSc1nnc(C2CC2)n1-c1ccccc1,2.7
COc1ccc(COC(=O)C2=C(C)NC(=O)NC2c2ccccc2)cc1 (stereo not drawn),-1.8
CCCCc1cn([C@@H](CCCCNC(=O)OC(C)(C)C)C(=O)N2CCN(C(=O)OC(C)(C)C)CC2)nn1,-2.3
COc1ccc(NC(=O)CSc2nc3c(c(=O)[nH]2)CCC3)cc1OC,0.6
CC(=O)c1cccc(NC(=O)c2ccc(NS(C)(=O)=O)cc2)c1,1.9
O=C(Cn1cc(/C=N/NC(=O)c2ccccc2Br)c2ccccc21)Nc1ccc(F)cc1,2.2
CC(NC(=O)C1CCCN(C(=O)N(C)C)C1)c1ccccc1 (stereo not drawn),0.4
Cc1cc(C)nc(Sc2nc(C)nc3c2oc2ccccc23)n1,1.2
O=C(c1cc2ccccc2o1)N(Cc1ccco1)Cc1cccs1,0.5
CCC(C)(C(=O)NC1CCCC1)N(C)C(=O)Cc1c[nH]c2ccccc12 (stereo not drawn),0.5
Cc1cc2cc3c(cc2n2c(SCC(=O)Nc4nc(-c5ccccc5)cs4)nnc12)OCO3,1.0
O=C(O)CCCC(=O)NCCCCc1ccccc1,1.6
# (more compounds)
SMILES,TTR transcr act
O=C(Cn1c(-c2ccc(Cl)cc2)noc1=O)N1CCN(c2ccccc2F)CC1,-0.8
Cc1ccc(S(=O)(=O)N2CCN(C(=O)C(C)Cn3cncn3)CC2)cc1 (stereo not drawn),1.5
CC1C(=O)c2ccccc2CC1C(=O)O (stereo not drawn),1.9
CC(=O)NCC(=O)N(c1ccccc1)C1(C(=O)NC2CCCCC2)CCCCC1,1.9
CCOC(=O)CNC(=O)c1cnn2cccnc12,0.0
COc1ccc(CNC(=O)CN(C(=O)c2snc(C(N)=O)c2N)c2ccc(OC)c(OC)c2)cc1,-0.8
O=C(NC1CCCCN(Cc2ccc(Cl)cc2)C1=O)c1ccc(F)c(F)c1 (stereo not drawn),7.0
C[C@@H]1CN([C@H](C)CO)C(=O)c2cc(Br)cnc2O[C@H]1CN(C)C(=O)Cc1ccccc1,-0.4
Cc1sc(N)c(C#N)c1C,0.7
CC(=O)Nc1ccc(C(=O)Nc2nc(-c3cc(C)n(Cc4ccccc4)c3C)cs2)cc1,-0.5
COc1cccc(Cn2nnc3c(=O)[nH]c(C4CCCN(C(=O)c5ccccc5Cl)C4)nc32)c1 (stereo not drawn),-1.2
COC(=O)c1ccc(NC(=O)c2ccc(NC(=O)C3CCCO3)cc2)cc1 (stereo not drawn),-0.3

# 15 compounds already listed, arranged by heavy-atom count, falling.
SMILES,TTR transcr act
COc1ccc(CNC(=O)CN(C(=O)c2snc(C(N)=O)c2N)c2ccc(OC)c(OC)c2)cc1,-0.8
COc1cccc(Cn2nnc3c(=O)[nH]c(C4CCCN(C(=O)c5ccccc5Cl)C4)nc32)c1 (stereo not drawn),-1.2
Cc1cc2cc3c(cc2n2c(SCC(=O)Nc4nc(-c5ccccc5)cs4)nnc12)OCO3,1.0
CC(=O)Nc1ccc(C(=O)Nc2nc(-c3cc(C)n(Cc4ccccc4)c3C)cs2)cc1,-0.5
C[C@@H]1CN([C@H](C)CO)C(=O)c2cc(Br)cnc2O[C@H]1CN(C)C(=O)Cc1ccccc1,-0.4
O=C(Cn1c(-c2ccc(Cl)cc2)noc1=O)N1CCN(c2ccccc2F)CC1,-0.8
COC(=O)c1ccc(NC(=O)c2ccc(NC(=O)C3CCCO3)cc2)cc1 (stereo not drawn),-0.3
Cc1ccc(S(=O)(=O)N2CCN(C(=O)C(C)Cn3cncn3)CC2)cc1 (stereo not drawn),1.5
O=C(c1cc2ccccc2o1)N(Cc1ccco1)Cc1cccs1,0.5
Cc1cc(C)nc(Sc2nc(C)nc3c2oc2ccccc23)n1,1.2
CC(NC(=O)C1CCCN(C(=O)N(C)C)C1)c1ccccc1 (stereo not drawn),0.4
O=C(O)CCCC(=O)NCCCCc1ccccc1,1.6
CCOC(=O)CNC(=O)c1cnn2cccnc12,0.0
CC1C(=O)c2ccccc2CC1C(=O)O (stereo not drawn),1.9
Cc1sc(N)c(C#N)c1C,0.7

# Remaining list, next part.
SMILES,TTR transcr act
O=C(O)CC1(CC(=O)Nc2cccc(C(=O)O)c2)CCCC1,0.2
Cc1ccc2cc(CN(CC(C)C)S(=O)(=O)c3cccc4nonc34)c(=O)[nH]c2c1,0.2
CCN1C[C@@H]2[C@@H]3C(=O)N(Cc4ccccc4)C(=O)[C@@H]3[C@](CC)(C(=O)OC)N2C1=NC1CCCCC1,-1.3
CCCOc1ccc(N2C(=O)CC(SC(=NC)Nc3ccc(F)cc3)C2=O)cc1 (stereo not drawn),0.5
CCCNC(=O)c1csc2c1CCCCC2,-1.1
Cc1occc1C(=O)N/N=C/c1sc(N2CCOCC2)nc1-c1ccccc1,-0.6
C[C@@H]1CCCCO[C@@H](CN(C)C(=O)Nc2ccc(F)cc2)[C@@H](C)CN([C@H](C)CO)C(=O)c2cc(NC(=O)Nc3ccc4c(c3)OCO4)ccc2O1,-1.2
CCS(=O)(=O)c1ccc2oc(SCC(=O)NCCC3=CCCCC3)nc2c1,2.0
O=[N+]([O-])c1cc(Cl)ccc1-c1nc(-c2ccncc2)no1,10.3*
CCCCCC(=O)N/N=C/c1ccco1,-1.9
CCOC(=O)c1cncc(C#CCO)c1,-1.7
O=C(CCN1C(=O)/C(=C/C=C/c2ccccc2)SC1=S)Nc1nc2ccccc2s1,0.2
COC(=O)C1=C(Nc2cc(Cl)cc(Cl)c2)CSC1,0.3
N/C(=N/OS(=O)(=O)c1ccc([N+](=O)[O-])cc1)c1ccncc1,-2.1
CCOC(=O)c1c(-c2ccccc2)csc1NC(=O)COc1ccc2c(C)cc(=O)oc2c1,2.1
Cc1ccccc1NC(=S)N(CCN(C)C)C(C)c1ccco1 (stereo not drawn),-0.8
O=C1CN(Cc2cc(=O)oc3cc4c(cc23)CCC4)CCN1,-0.7
O=c1c(Br)c(N2CCOCC2)cnn1-c1ccccc1,-0.8
CCOC(=O)C1=C[C@@H](CC)N(S(=O)(=O)c2ccc([N+](=O)[O-])cc2)[C@H]1c1ccccc1,47.6*
C(=N\n1c2ccccc2c2ccccc21)/c1ccccc1,6.1
O=C(N/N=C1\NC(=O)C(CO)(CO)S1)c1ccccc1,0.4
CN(C(=O)COc1ccccc1)c1ccc([N+](=O)[O-])cc1,-1.4
COC(=O)C1CC2=C(CCCC2=O)NC1=O (stereo not drawn),1.1
O=S(=O)(c1ccc(OC(F)(F)F)cc1)N1CCCC(N2CCOCC2)C1 (stereo not drawn),0.1
O=C(O)CCc1ccc(-c2ccc(F)cc2)n1CC1CCCO1 (stereo not drawn),-0.2
O=C(NCc1cccnc1)c1cc(C2CCCN(C(=O)c3cccs3)C2)on1 (stereo not drawn),5.3
CCC(CC)NC(=O)Nc1ccccc1C(F)(F)F,-0.9
O=C(O)Cn1ncc2ccccc2c1=O,-0.7
CCN(CC)S(=O)(=O)c1cccc(C(=O)N/N=C2\CCCC(=O)C2)c1,1.6
O=C(Cc1ccccc1)Nc1ccc(NC(=O)c2ccccc2)c(Cl)c1,-1.7
Oc1cccc(CCc2ccccn2)c1,0.9
CC(OC(=O)c1cccc(S(=O)(=O)N2CCCCC2)c1)C(=O)NC1CCCCC1C (stereo not drawn),-1.2
CCN(CC)S(=O)(=O)c1ccc(O)c(C(=O)OCC(=O)N2CCCC2)c1,-1.6
COc1ccc(S(=O)(=O)N2CCCCCC2)cc1NC(=O)CCNC(=O)c1ccccc1Cl,-0.1
COc1cccc(CNC(=O)N2CCN(S(=O)(=O)c3ccc(Cl)cc3)CC2)c1,2.1
COc1nc(NCCN2CCOCC2)nc(Nc2ccc([N+](=O)[O-])cc2)n1,0.2
COc1cc(NC(=O)COC(=O)CCc2nc3ccccc3c(=O)[nH]2)cc(OC)c1,-0.3
Cc1cc(C)c(OCCOCCN2CCNCC2)c(C)c1,3.2
CCn1c(SCC(=O)NC2CCCC2)nnc1C(C)C,-0.8
O=C(O)CCc1ccc(-c2cccs2)n1CCc1ccccc1,-1.9
O=C(Cc1ccccc1F)Nc1ccc2c(c1)CCC2,-1.8
O=C(CCc1nnc2ccc(NCc3ccccc3)nn12)NC1CCCCC1,0.5
O=C1/C(=C/c2ccc(F)cc2)Oc2cc(OC(=O)N3CCOCC3)ccc21,2.7
CSC1=N/C(=C\c2ccccc2F)C(=O)S1,-0.1
CC(=O)Oc1ccc2c3c(c(=O)oc2c1)CCCC3,-0.2
O=C(c1ccc(Br)o1)N1CCN(c2ccc3nnc(-c4ccc(F)cc4)n3n2)CC1,0.1
CC(C)(C)S(=O)N1Cc2cc(C(=O)N3CCc4ccccc4C3)nc(-c3cccc(-c4cccnc4)c3)c2[C@@H]1CCO (stereo partly drawn),2.6
COc1cc(OC)cc(C(=O)NCC(=O)NCCN2C(=O)S/C(=C\c3ccccc3Cl)C2=O)c1,1.1
O=C(OCC#CCSc1nnc(-c2cccc3ccccc23)o1)c1sccc1Cl,0.2
CC1=N/C(=C\c2ccc([N+](=O)[O-])cc2)C(=O)N1c1ccc(C)c(Cl)c1,-0.3
C=CCNC(=O)N1CCC(CO)(Cc2ccc(Cl)cc2)CC1,-0.9
CCC(C)(C)n1nnnc1C(C(C)C)N(CCN1CCOCC1)Cc1cc2cccc(C)c2[nH]c1=O (stereo not drawn),-1.5
Cc1[nH]c2ccc(F)cc2c1CCN(Cc1ccncc1)C(=S)Nc1ccc(F)cc1,-1.8
CCCc1[nH]n(-c2ccc(F)cc2)c(=O)c1C=Nc1ccc(C)cc1,1.7
Cc1ccc(OCC(O)CN2CCN(CC(O)COC(C)C)CC2)c(C(C)(C)C)c1 (stereo not drawn),-2.2

# Only part of the results is shown; the hit share may differ from the screen's.
